Screening data deposited in PubChem by Fisher Drug Discovery Resource Center.
hcGAS inh: human cGAS inhibition; Q8N884; 290,000 compounds, 0.081% hits; inhibition, % at 12.5 µM; AID 1259398; recombinant h-cGAS, ATP depletion, Kinase-Glo luminescence;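 note: 0% = vehicle reaction and 100% = reaction without DNA for no activity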
Target sequence (Q8N884 whole entry, looked up): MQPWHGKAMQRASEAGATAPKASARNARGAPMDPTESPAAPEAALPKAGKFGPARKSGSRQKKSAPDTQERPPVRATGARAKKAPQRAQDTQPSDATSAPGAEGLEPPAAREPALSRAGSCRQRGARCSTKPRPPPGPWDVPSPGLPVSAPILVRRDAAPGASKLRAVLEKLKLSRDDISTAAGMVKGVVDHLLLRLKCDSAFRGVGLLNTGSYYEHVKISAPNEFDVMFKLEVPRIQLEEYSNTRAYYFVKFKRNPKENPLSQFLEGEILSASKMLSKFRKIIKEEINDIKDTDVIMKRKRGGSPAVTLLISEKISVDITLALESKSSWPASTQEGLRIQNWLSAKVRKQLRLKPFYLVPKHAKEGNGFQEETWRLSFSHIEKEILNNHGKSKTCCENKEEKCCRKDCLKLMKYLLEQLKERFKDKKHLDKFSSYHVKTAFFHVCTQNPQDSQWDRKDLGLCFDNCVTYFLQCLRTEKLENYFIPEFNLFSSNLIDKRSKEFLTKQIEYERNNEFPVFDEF
mcGAS inh: inhibitors of mouse cGAS | Q8C6L5 | recombinant cGAS, Kinase-Glo ATP depletion luminescence | inhibition, % at 12.5 µM | 160,000 compounds, 0.15% hits;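 note: 0% = negative control wells and 100% = reference inhibitor with no enzyme activity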
NPYLR7 agonist: mosquito NPYLR7 agonism; HEK293T NPYLR7/Galpha15, GCaMP6s calcium fluorescence; activation, % at 10 µM; 270,000 compounds, 0.15% hits; AID 1259423; in the data active = activation above about 40%;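 note: 0% = vehicle and 100% = reference agonist at the receptor; some compounds past the cut are filed as inactive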
Active calls of the source: *; / = not tested or not shown; & = joins results of further samples. Cut-off read from the data, not from the text of the source, unless noted: active = inhibition above about 40%; inactive = the rest.

SMILES	hcGAS inh	mcGAS inh	NPYLR7 agonist
COc1ccc(C2CC(=O)C3=C(C2)N=C(C)C(C#N)C3c2ccc(O)cc2)cc1 (stereo not drawn)	-5	/	-7
CC1(Cc2ccc(C(=O)c3ccccc3)cc2)C(=O)Nc2cc(-c3ccc(F)cc3F)ccc21 (stereo not drawn)	-3	-2	2
CCN(CC)S(=O)(=O)c1ccc(C)c(N2C(=O)CC3(CCCCC3)CC2=O)c1	-4	/	6
Cc1cc(C)c2c(n1)nn1c(Nc3ccc(F)cc3)cc(C)nc21	-3	-7	1
COc1ccc(OC(C)C(=O)N(CC(F)F)C2CC2)cc1 (stereo not drawn)	-8	/	6
Cc1nc(NCCC(=O)Nc2nccs2)cc(C2CCNCC2)n1	-6	/	5
Cc1cc(C)n(-c2ccc(C(=O)N3c4ccccc4OCC3C)cn2)n1 (stereo not drawn)	-5	/	6
Cc1cc(C(=O)NC(C)c2ccc(C(F)(F)F)cc2)c2c(=O)[nH]n(C)c2n1 (stereo not drawn)	-3	/	-4
Cc1ccc(CN(CCc2ccccc2)C(=O)CN(CCN2CCCC2)C(=O)c2ccccc2F)o1	-8	-7	/
C=CCC1(NCc2ccco2)CCN(C)CC1	8	/	-1
CCCC(CCC)C(=O)Nc1c(C)nc2ccc(C)cn2c1=O	-18	/	3
CCCc1c(C(=O)N2CCCCC2)cnn1-c1cccc(F)c1	-5	-7	-4
COc1ccc(-c2nnc(SCC(=O)OCc3ccccc3)n2-c2ccc(C)cc2)cc1	-11	-8	/
Cc1ccc2nc(SCC(=O)N(C)c3ccccc3)nc(=O)n2c1	-8	-8	4
COCCN(Cc1nccn1Cc1cc(C)ccc1C)C(=O)c1ccc(Cl)cc1	13	-3	2
CCc1ccc2oc(-c3ccc(NC(=O)c4ccccc4[N+](=O)[O-])cc3)nc2c1	-7	-7	10
Cc1nc(CN2CCN(c3nc(C(C)(C)C)nc4c3cnn4C)CC2)no1	-4	-10	3
COc1ccc(C(=O)NC2CC(=O)N(CCc3ccc(F)cc3)C2)cc1 (stereo not drawn)	-1	-6	0
O=C(NCc1ccccc1F)N1CC[C@H](CO)[C@H](O)C1	-2	-15	3
CCN(CC)c1onc(-c2ccc(F)cc2)c1CN(CCOC)C(=O)Cc1ccccc1	-5	-5	15
O=C(O)CCC12CC3CC(CC(C3)C1)C2	-3	/	5
CC(Sc1nncn1C(C)C)c1nc2ccccc2c(=O)[nH]1 (stereo not drawn)	-9	-9	/
Cc1nnc(SCC(=O)NC(C)CCN2CCOCC2)s1 (stereo not drawn)	-7	-9	5
COc1cc(C(=O)N2CCCC2c2nonc2C)ccc1OC1CCN(C(C)=O)CC1 (stereo not drawn)	-6	-7	0
O=C(CCc1nc(-c2ccccn2)no1)N1CCc2sccc2C1	-4	/	2

Continuation.
SMILES	hcGAS inh	mcGAS inh	NPYLR7 agonist
COc1ccc(S(=O)(=O)N2CCOCC2)cc1N1CCN(C(=O)Cc2ccccc2)CC1	-4	-8	18
CCCc1cc(C(=O)NCCCN2CCCC2=O)n[nH]1	-3	-8	0
Cc1ccc(-n2c(SCCCCC(=O)N3CCN(C(=O)c4cccc(Br)c4)C(C)C3)nnc2-c2ccccc2)cc1 (stereo not drawn)	-8	-7	-2
COc1cc(C2=N/C(=C\c3ccc(N(C)C)cc3)C(=O)O2)cc(OC)c1OC	1	1	3
Cc1nn(C)cc1CN(C)CC1(O)CCCN(Cc2ccc(F)c(F)c2)C1=O (stereo not drawn)	5	/	1
C=CCNC(=O)Cn1c(=O)c2c(OCC)c(CC)cnc2n(C)c1=O	-9	/	-5
CC1=CCC(c2nnco2)C(c2ccc(Cl)cc2)C1 (stereo not drawn)	-7	/	2
O=C(NCCc1ccccn1)c1ccc(Nc2c(Oc3ccccc3)cnn(Cc3ccccc3)c2=O)cc1	-8	-6	8
CCOc1ccccc1NC(=O)N1CC(=O)N2CCc3c(F)cccc3C2C1 (stereo not drawn)	0	-3	10
C=CCn1c(SCc2ccc(C(=O)Nc3ccc(F)cc3)cc2)nnc1-c1ccc(C)cc1	-10	-6	19
C=CCNC(=O)c1ccccc1N1CCC(N)CC1	-3	/	-2
OC(Cc1nc2ccccc2[nH]1)c1nc2ccccc2[nH]1 (stereo not drawn)	-10	-3	1
COC(=O)C1(NC(=O)c2cnn(C(C)(C)C)c2)CCC(C)CC1 (stereo not drawn)	-11	/	3
Cc1nnc(NC(=O)C(C)Oc2cccc(C(C)(C)C)c2)s1 (stereo not drawn)	-9	/	1
O=C(Oc1ccc2c(c1)OCO2)c1cc(F)c(F)c(F)c1F	-13	/	1
NC(=O)c1ccsc1NC(=O)CSc1nnc(-c2cccs2)o1	-5	/	-1
Cc1ccc(CN2CCN(Cc3ccon3)CC2CCO)cc1 (stereo not drawn)	-8	-11	4
O=C(O)c1cc(=O)c2c(Cl)cc(Cl)cc2[nH]1	2&27	5&25	-1&-9
COCCNC(=O)c1nn(-c2ccc(C)cc2)c(=O)n(Cc2cccc(OC)c2)c1=O	-2	-3	4
CCn1c(SCc2cccc(F)c2)nc2c([nH]c3ccccc32)c1=O	-1	-7	2
COc1cccc(N2CCN(C(=O)c3cn(Cc4cccc5ccccc45)nn3)CC2=O)c1	-8	-11	/
CC1CN2C(=O)CN(C(=O)Nc3cc(F)cc(C(F)(F)F)c3)CC2c2ccccc21 (stereo not drawn)	-8	-8	4
O=C(O)c1cc(-c2cc(NCc3cccnc3)nc3[nH]ccc23)cs1	-6	/	1
O=C(Cc1cc2c(cc1Cl)OCCO2)N1CCCC(c2ccn[nH]2)C1 (stereo not drawn)	-4	/	7
Cc1ccnc(CC(C)N(C)C(=O)c2ccc(N(C)C)c3ccccc23)c1 (stereo not drawn)	1	/	-3

(continued)
SMILES	hcGAS inh	mcGAS inh	NPYLR7 agonist
COc1ccc(S(=O)(=O)Oc2ccc(Cl)cc2CN(C(=O)CC(C)(C)C)C(C)C)cc1	-5	-3	27
CCOC(=O)c1c(Cc2ccccc2)c[nH]c1C	-1	/	4
CN(C)c1ccc(Nc2cccc3nonc23)cc1	-2	/	1
CN1C(=O)NC(c2ccccc2C(F)(F)F)C2=C1CN(CC(=O)N1CCc3ccccc3C1)C2=O (stereo not drawn)	0	-2	-2
CCn1cc(CN(Cc2ccsc2)C(C)C)cn1	-6	-13	-4
Cc1nn(-c2ccccc2)c2nc(C3CCOCC3)nc(N3CCN(C(=O)c4cccs4)CC3)c12	-3	-4	8
Cc1nc(CC(C)C)sc1C(=O)N1CCC2C1C2C(F)(F)F (stereo not drawn)	5	/	-15
CC(C)COCC1CC2(CC(C)(c3csc(Nc4ccccc4Cl)n3)OC2=O)C(=O)O1 (stereo not drawn)	-1	/	-3
CC(C)Oc1ccc(C(O)=C2C(=O)C(=O)N(CCCN(C)C)C2c2ccc([N+](=O)[O-])cc2)cc1 (stereo not drawn)	-2	-5	8
CCN(Cc1ccc(S(C)(=O)=O)cc1)Cc1cc(Cl)ccc1OC	-6	-11	13
O=C(NC1CCCCC1)C1CCN(S(=O)(=O)N2CCOCC2)CC1	2	/	0
OCC#Cc1csc(CN2CC[C@H]3CC[C@@H](C2)N3)c1	1	1	/
COc1ccc(OC)c(NC(=O)NCC2COC(C)(C)O2)c1 (stereo not drawn)	-5	-5	-4
CCN1CCCN(S(=O)(=O)c2cnn(CC)c2)CC12CCOCC2	-5	-4	/
COc1ccc2[nH]c3nc4cc5ccccc5cc4nc3c2c1	6	2	-3
CC(=O)c1ccc(NC(=O)CSc2nc(N)c(NC(=O)c3ccc(F)c(F)c3)c(=O)[nH]2)cc1	3	-8	-2
COCCCN(CC(=O)N(CCc1c[nH]c2ccccc12)Cc1ccc(OC)c(OC)c1)C(=O)c1cc(Cl)cc(Cl)c1	2	0	2
COc1ccc(-c2cc3c(=O)n(CC(=O)Nc4c(C)cc(C)cc4C)ccn3n2)cc1	-6	-11	4
Cc1nn(CC(N)=O)c(=O)c2c1cnn2-c1ccccc1	0	/	-8
COc1ccc(-n2ccnc2-c2ccc(Sc3nncn3C)o2)cn1	-8	/	14
COCCCN(CC(=O)N(Cc1cccn1Cc1ccccc1Cl)CC(C)C)C(=O)c1cccc(OC)c1	-1	-4	-8
COCc1cc(CNC2CSCCSC2)n[nH]1	-7	/	7
CCOc1ccc(-c2nc(N3CCc4ccccc4C3)c3ccccc3n2)cc1	1	-3	3
C=C(C)c1cccc(C(C)(C)NC(=O)NCCc2ccccc2)c1	-5	-7	-5
O=C(Nc1cccc2c1C(=O)c1ccccc1C2=O)c1ccc(-c2ccccc2)cc1	-4	/	-2

More records.
SMILES	hcGAS inh	mcGAS inh	NPYLR7 agonist
CC(c1ccccc1)N(Cc1cc(NC(=O)C2CCC2)ccc1N(C)C)C(=O)c1cccc(F)c1 (stereo not drawn)	1	-4	17
CN(C)CCNC(=O)[C@@]1(OCc2cccc(F)c2)CC(OCc2ccc(C(F)(F)F)cc2)[C@@H]2OC(C)(C)O[C@@H]2C1 (stereo partly drawn)	-2	-5	5
O=C(O)c1c[nH]c(=S)n1-c1ccc(F)cc1	-6	-7	2
COc1cccc2c1OCC(C1CC(=O)Nc3cc4[nH]ncc4cc31)=C2 (stereo not drawn)	-5	/	19
CCc1ccc(C(=O)Nc2cccc(NC(C)=O)c2C)cc1	-2	/	-14
COc1ccc2c(c1)OC1(CCN(C(=O)/C=C/c3ccc(C)cc3)CC1)CC2=O	9	/	-8
COCCn1cc(NS(=O)(=O)/C=C/c2ccccc2Cl)cn1	-8	-16	23
c1ccc2c(c1)OCC(c1nnc3c4c5c(sc4ncn13)CCCC5)O2 (stereo not drawn)	2	/	-2
Cc1cc(=O)[nH]c(-n2nc(C)cc2NC(=O)C2CC2)n1	-9	-6	4

Compounds above that have an NH in an aromatic ring, in the order listed:
SMILES	hcGAS inh	mcGAS inh	NPYLR7 agonist
Cc1cc(C(=O)NC(C)c2ccc(C(F)(F)F)cc2)c2c(=O)[nH]n(C)c2n1 (stereo not drawn)	-3	/	-4
CC(Sc1nncn1C(C)C)c1nc2ccccc2c(=O)[nH]1 (stereo not drawn)	-9	-9	/
CCCc1cc(C(=O)NCCCN2CCCC2=O)n[nH]1	-3	-8	0
OC(Cc1nc2ccccc2[nH]1)c1nc2ccccc2[nH]1 (stereo not drawn)	-10	-3	1
O=C(O)c1cc(=O)c2c(Cl)cc(Cl)cc2[nH]1	2&27	5&25	-1&-9
CCn1c(SCc2cccc(F)c2)nc2c([nH]c3ccccc32)c1=O	-1	-7	2
O=C(O)c1cc(-c2cc(NCc3cccnc3)nc3[nH]ccc23)cs1	-6	/	1
O=C(Cc1cc2c(cc1Cl)OCCO2)N1CCCC(c2ccn[nH]2)C1 (stereo not drawn)	-4	/	7
CCOC(=O)c1c(Cc2ccccc2)c[nH]c1C	-1	/	4
COc1ccc2[nH]c3nc4cc5ccccc5cc4nc3c2c1	6	2	-3
CC(=O)c1ccc(NC(=O)CSc2nc(N)c(NC(=O)c3ccc(F)c(F)c3)c(=O)[nH]2)cc1	3	-8	-2
COCCCN(CC(=O)N(CCc1c[nH]c2ccccc12)Cc1ccc(OC)c(OC)c1)C(=O)c1cc(Cl)cc(Cl)c1	2	0	2
COCc1cc(CNC2CSCCSC2)n[nH]1	-7	/	7
O=C(O)c1c[nH]c(=S)n1-c1ccc(F)cc1	-6	-7	2
COc1cccc2c1OCC(C1CC(=O)Nc3cc4[nH]ncc4cc31)=C2 (stereo not drawn)	-5	/	19
Cc1cc(=O)[nH]c(-n2nc(C)cc2NC(=O)C2CC2)n1	-9	-6	4

Some of the entries above in a different format.
CN(C)CCNC(=O)[C@@]1(OCc2cccc(F)c2)CC(OCc2ccc(C(F)(F)F)cc2)[C@@H]2OC(C)(C)O[C@@H]2C1 (stereo partly drawn)
  hcGAS inh: -2	mcGAS inh: -5	NPYLR7 agonist: 5

c1ccc2c(c1)OCC(c1nnc3c4c5c(sc4ncn13)CCCC5)O2 (stereo not drawn)
  hcGAS inh: 2	mcGAS inh: /	NPYLR7 agonist: -2
